# Bioassay records deposited in PubChem BioAssay by National Center for Advancing Translational Sciences (NCATS).
# TSHR antag: antagonists of human thyroid stimulating hormone receptor; P16473; TSHR-expressing cells, TSH-stimulated cAMP HTRF, 2 h; stronger effect = lower value; activity change, negative = inhibition, % at 11.5 µM; 0.2% of 330,000 active;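 active = activity change below a set negative limit, meaning inhibition stronger than a set level, cut at about -70% in these data; inconclusive = activity change between two set negative limits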; also: % is scaled to controls: 0 for no effect and ±100 for the full control effect
#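 Read-out is FRET at 665 nm (cryptate excitation 337 nm) from a cryptate-tagged anti-cAMP antibody, competed by cell cAMP against cAMP-d2. Compounds are tested on freshly harvested TSHR cells challenged with 4nM TSH (EC80) for 2 hours at 37 deg C.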
# hERG WT inh: inhibitors of human wildtype KCNH2 potassium channel | Q12809 | U2OS, BacMam KCNH2, thallium flux FluxOr; stronger effect = lower value | activity change, % at 1.84 µM | 0.37% of 340,000 active;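 active = maximum activity change below -70%; inconclusive = maximum activity change between -70% and -50%; inactive = maximum activity change above -50%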; also: % is scaled to controls: 0 for no effect and ±100 for the full control effect
# Target sequence (Q12809 whole entry, looked up): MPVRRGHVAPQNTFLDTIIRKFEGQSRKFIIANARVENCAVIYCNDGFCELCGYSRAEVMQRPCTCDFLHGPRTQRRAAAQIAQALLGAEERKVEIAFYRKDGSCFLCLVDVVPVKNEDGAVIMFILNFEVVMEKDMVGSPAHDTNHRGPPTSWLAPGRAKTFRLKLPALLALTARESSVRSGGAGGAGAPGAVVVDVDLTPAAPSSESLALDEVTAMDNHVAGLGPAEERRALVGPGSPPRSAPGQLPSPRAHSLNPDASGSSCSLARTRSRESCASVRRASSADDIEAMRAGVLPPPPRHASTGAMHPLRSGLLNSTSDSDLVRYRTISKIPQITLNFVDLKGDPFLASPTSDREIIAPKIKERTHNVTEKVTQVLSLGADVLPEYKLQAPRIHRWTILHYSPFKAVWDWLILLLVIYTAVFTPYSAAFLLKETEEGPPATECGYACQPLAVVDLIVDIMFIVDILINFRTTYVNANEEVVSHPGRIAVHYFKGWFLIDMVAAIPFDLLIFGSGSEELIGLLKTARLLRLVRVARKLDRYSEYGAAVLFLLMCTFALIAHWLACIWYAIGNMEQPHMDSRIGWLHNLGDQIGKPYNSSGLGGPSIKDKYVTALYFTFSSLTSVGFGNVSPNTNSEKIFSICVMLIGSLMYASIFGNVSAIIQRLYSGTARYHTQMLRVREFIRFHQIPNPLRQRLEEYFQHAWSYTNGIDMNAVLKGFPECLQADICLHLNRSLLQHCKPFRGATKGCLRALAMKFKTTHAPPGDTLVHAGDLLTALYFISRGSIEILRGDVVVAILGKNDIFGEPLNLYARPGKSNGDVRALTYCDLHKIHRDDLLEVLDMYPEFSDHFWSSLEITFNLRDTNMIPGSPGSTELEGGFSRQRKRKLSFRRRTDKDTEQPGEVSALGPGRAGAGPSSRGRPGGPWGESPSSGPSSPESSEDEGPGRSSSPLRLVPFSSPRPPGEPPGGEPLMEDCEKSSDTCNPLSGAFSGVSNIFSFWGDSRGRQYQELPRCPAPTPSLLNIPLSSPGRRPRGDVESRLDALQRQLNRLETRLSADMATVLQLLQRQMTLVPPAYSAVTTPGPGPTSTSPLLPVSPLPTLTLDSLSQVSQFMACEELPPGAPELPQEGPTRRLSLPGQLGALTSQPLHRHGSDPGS
#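 U2OS cells transduced with wild-type KCNH2 virus are loaded with FluxOr dye for 45 min, and thallium flux is measured in kinetic reads before and after stimulation buffer. Rate constants are normalized to DMSO controls.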
# USP2a block: inhibitors of human ubiquitin-specific protease USP2a. O75604. USP2 core, Ub-CHOP2 coupled fluorogenic reporter, 485/531. Potency, µM (top dose mostly 38.3 µM), without a hit: at the top dose activity change, negative = inhibition, hits mostly inhibitors. 0.01% of 330,000 active. AID 463254;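 also: potency is read from the fitted curve at half-maximal effect; plate controls were DMSO wells for no effect and full inhibition by NEM control for full effect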
#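 USP2 core (10nM final) preincubated 30min RT with compound in 20mM Tris-HCl pH 8.0, 2mM CaCl2, 2mM beta-mercaptoethanol, 0.05% CHAPS; 25nM Ub-CHOP2 plus 25nM reporter substrate added, fluorescence (Ex485/Em531) read after 60min.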
# A-T KAP1 phos: candidate therapy for ataxia-telangiectasia | Potency, µM (highest dose often 57.5 µM), for the others: top-dose activation, hits mostly activators | 0.19% of 320,000 active | […] A-T fibroblasts, KAP-1 phosphorylation AlphaLISA; neocarzinostatin DNA damage 30 min before lysis; also: potency is read from the fitted curve at half-maximal effect; % of control where 0% means no effect; nearly all actives have a fitted effect of over 45% in size
#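 ATM-like activity read as KAP-1 phosphorylation via AlphaLISA donor/acceptor antibody pairs after lysis and 6 hr at 25C. Cells were ATM-null patient fibroblasts ([…], hTERT), dosed 60 min, then exposed to the DSB inducer NCS for 30 min.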
# TRPV1 agonist: human TRPV1 agonism; Q8NER1; TRPV1-expressing cells, Fluo-8 calcium influx, agonist mode; activation, % at 8.33 µM; 0.19% of 320,000 active; in the data active = activation above about 80%; inconclusive = between about 30% and that limit; also: 0% is about no effect
#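 Fluo-8 calcium influx in TRPV1-expressing cells, kinetic read (ex 480/em 520 nm). Compound added and read 3 min for agonist activity, followed by capsaicin at EC20 final and 2 min further read for enhancement.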
# ELG1 DNA repair: blocks ELG1-dependent DNA repair in HEK293T cells; HEK293T ELG1-luciferase reporter, luminescence, 16 h; DNA damage induced by 5-fluorouridine; Potency, µM (series often up to 46.1 µM), without a hit: at the top dose activity change, negative = inhibition, most hits filed as inhibitors; 2.3% of 330,000 active; AID 504467; also: potency is read from the fitted curve at half-maximal effect; % is scaled to controls: 0 for no effect and ±100 for the full control effect; nearly all actives have a fitted effect of over 55% in size
#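 5-Fluorouridine DNA damage + compound/DMSO, 2,000 cells/well, 16 h, 37 °C/5% CO2. ONE-Glo, 30 min RT, luminescence. Readout = decrease in reporter signal.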
# Eya2 inh: inhibitors of human Eya2 phosphatase activity. O00167. recombinant Eya2, OMFP fluorescence dephosphorylation (OMFP is methylfluorescein phosphate). Potency, µM (highest dose often 76.9 µM), for the others: at the top dose activity, negative = inhibition, usual class: inhibitors. 0.006% of 330,000 active; also: potency is read from the fitted curve at half-maximal effect; % is scaled to controls: 0 for no effect and ±100 for the full control effect
#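 Eya2 protein (added as 0.2 uM solution) was preincubated with compound for 10 min at ambient temperature in 50 mM HEPES pH 7.5, 50 mM NaCl, 5 uM MgCl2, 0.05% BSA, 1 mM DTT. OMFP (added at 50 uM) then reacted 10 min; fluorescence read at 485/525 nm.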
# KCNH2 3.1 block: blocks the human KCNH2 3.1 channel isoform. 0.95% of 340,000 active. U2OS KCNH2 3.1, thallium flux FluxOr; stronger effect = lower value. AID 720553. activity change, % (tested at about 1.8 µM);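 active = maximum activity change below -70%; inconclusive = maximum activity change from -70% to -50%; inactive = maximum activity change above -50%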;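 also: thallium influx rate constant from kinetic fluorescence after stimulation buffer; % is scaled to controls: 0 for no effect and ±100 for the full control effect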
#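 We transduce U2OS cells with the mutant 3.1 virus, culture them overnight, load FluxOr with Red40 quencher for 45 min, then add stimulation buffer and read kinetically for 2 min to derive a normalized rate constant.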
# Mito fusion yeast: mitochondrial division inhibition or fusion activation; Potency, µM (top dose mostly 46.1 µM), without a hit: top-dose growth rescue (activation), usual class: activators; S. cerevisiae fusion-defective mutant growth rescue, CellTiterGlo 48 h; 0.23% of 320,000 active; AID 485298;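 also: potency is read from the fitted curve at half-maximal effect; % of control where 0% means no effect; nearly all actives have a fitted effect of over 45% in size; temperature-sensitive fusion mutants such as fzo1-1 at 37 °C on non-fermentable ethanol glycerol medium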
#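 Growth-rescue viability read-out: after 48 h at the non-permissive 37C in glycerol/ethanol YPEG, yeast mitochondrial fusion mutants are measured by CellTiterGlo luminescence; compounds (23 nl pinned per well) restoring growth score as division inhibitors or fusion activators.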
# TCR act: T cell receptor activation. primary human leukocytes, anti-CD3, IL-2 HTRF, 48 h. Potency, µM (highest dose often 9.22 µM), without a hit: top-dose activation of IL-2 secretion, hits mostly activators. 330,000 tested, under 10 active; also: % of control where 0% means no effect
#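 IL-2 release read by HTRF sandwich (Eu cryptate donor, d2 acceptor, 665 nm emission) after 48 hr exposure of primary human leukocytes to compound together with anti-CD3 beads in the absence of co-stimulatory signals.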
# Starred values were filed as active, the others as inactive; ? = inconclusive; nt = not tested or not shown; [ ] = dose if it differs, or a comment. Unless noted, calls follow the shape of the dose curve; as a rule, active = well fitted curve in the direction sought with a large enough effect; inconclusive = small, poorly fitted or top-dose-only effect, or another doubt; inactive = no such curve, though single readings can be large; an effect the other way counts as inactive or inconclusive. Only part of the results is shown; rates above refer to the full screens.
SMILES	TSHR antag	hERG WT inh	USP2a block	A-T KAP1 phos	TRPV1 agonist	ELG1 DNA repair	Eya2 inh	KCNH2 3.1 block	Mito fusion yeast	TCR act
Cc1cc(C)nc(Nc2n[nH]c(COc3cccc4ccccc34)n2)n1	0	-7	4%	-2%	-2	-4%	10%	-4	0%	5%
CC(C)c1ccccc1NC(=O)Nc1ccc(F)cc1F	-6	7	2%	-5%	10	?	9%	-5	6%	7%
COc1ccc(CCNC(=O)CSc2ccccc2)cc1OC	0	-5	2%	-4%	6	6%	-4%	-20	-5%	0%[46.1 µM]
COC(=O)c1ccccc1NC(=O)CSCC(=O)Nc1ccc(F)cc1	35	-7	4%	-10%	29	?	-18%	-7	2%	nt
Cc1ccc(OCCNC(=O)c2ccc3c(c2)OCO3)cc1	0	-12	0%	-2%	?	?	1%	-16	3%	2%
CCCCOc1ccc(/C=N/NC(=S)Nc2cccc(C)c2C)cc1	-5	1	-9%	2%	-4	-9%	-12%	2	-2%	3%
CCCC(=O)NC(c1ccc(Cl)cc1)c1ccc2cccnc2c1O (stereo not drawn)	-11	1	3%	2%	7	?	8%	-14	-2%	11%
COc1ccccc1Nc1ncc(C(C)=O)c(C)n1	4	5	2%	4%	2	?	39%	-11	-1%	0%
CC(=O)Nc1ccc2c(c1)nc(C)n2-c1ccccc1	12	6	-1%	2%	1	?	5%	10	-5%	0%
CS(=O)(=O)N1CCC(C(=O)NCC2CCCO2)CC1 (stereo not drawn)	-3	-3	0%	0%	8	10%	11%	13	0%	-3%
CCN(CC(=O)Nc1ccc2c(c1)OCCO2)C(=O)c1ccc(CS(C)(=O)=O)cc1	-8	2	4%	12%	nt	?	5%	0	nt	-19%
Cc1c(C(=O)N2CCC(C)CC2)cccc1[N+](=O)[O-]	19	-2	5%	-2%	1	-1%	9%	5	10%	4%
COCCOC(=O)C1=C(C)N=C2SCCC(=O)N2C1c1ccc(C(=O)OC)cc1 (stereo not drawn)	-2	2	-2%	3%	-3	6%	2%	7	3%	-4%
CCOC(=O)N1CCC(NC(=O)CCc2c(C)nc3c(c(C)nn3C(C)(C)C)c2C)CC1	3	6	-1%	-5%	nt	?	2%	-20	1%	-13%
COc1ccc(N(C(=O)c2cnccn2)C(C(=O)NC2CCCCC2)c2ccc(O)cc2)cc1 (stereo not drawn)	-1	2	0%	1%	2	-12%	?	19	1%	-4%
COc1cc(S(=O)(=O)N2CCN(C(=O)C3CC3)CC2)ccc1NC(C)=O	2	1	6%	14%	nt	8%	2%	6	nt	1%
COc1cccc(C2c3c(oc4ccc(F)cc4c3=O)C(=O)N2CCCN2CCOCC2)c1 (stereo not drawn)	17	-6	-4%	4%	0	-6%	-2%	-5	-4%	1%[46.1 µM]
Cc1cc(C)n2cc(CSc3nc4ccccc4[nH]3)nc2n1	-5	4	5%	1%	1	?	-7%	7	-3%	-3%[46.1 µM]
CCOc1ccc(NC(=O)CN(c2ccc(C)cc2)S(=O)(=O)c2c(C)nn(C)c2C)cc1	6	20	2%	-5%	-6	-2%	-1%	27	?	-9%
CCOc1ccc2c(c1)n(CO)c(=S)n2CO	0	0	-2%	0%	0	24%	17%	-1	-3%	-4%
C=CCn1c(=NC(=O)c2cccs2)sc2cccc(OC)c21	-25	-5	0%	29%	8	-8%	8%	-9	-5%	1%
Cc1ccc(S(=O)(=O)N2CCCC2C(=O)OCc2nc3sc(C)c(C)c3c(=O)[nH]2)cc1 (stereo not drawn)	-9	-1	2%	4%	15	1%	-4%	14	0%	-5%[46.1 µM]
CN(C)c1ccc(-c2nnn(CC(=O)Nc3ccccc3N3CCOCC3)n2)cc1	-8	2	-4%	-11%	-1	15µM*	-8%	2	12%	nt
Cn1cc([N+](=O)[O-])c(C(=O)Nc2cnn(Cc3ccc(F)cc3)c2)n1	1	6	2%	17%	0	?	-3%	-1	3%	1%[46.1 µM]
c1coc(Cn2c(SCc3nc4ccccc4[nH]3)nnc2-c2cccs2)c1	-5	-5	2%	-1%	1	?	-4%	-3	3%	nt
O=C(O)c1ncn(Cc2ccccc2)c1C(=O)O	-3	-3	2%	9%	-2	-4%	-13%	nt	-1%	0%
O=C(CCCSc1nc2ccccc2c(=O)[nH]1)c1ccccc1	-10	-14	1%	2%	2	17%	15%	-7	1%	-8%
CCOC(=O)CNC(=O)CSc1ncnc2c1cnn2Cc1ccccc1	4	14	1%	-6%	-8	-19%	5%	-36	7%	3%
Cc1cccc(-n2c(C)c(-c3ccccc3)[nH]c2=S)c1	9	-8	3%	23%	1	4%	-13%	-5	-10%	nt
COCCNC(C(=O)Nc1cc(Cl)cc(Cl)c1)c1ccccc1 (stereo not drawn)	-1	-4	-4%	8%	19	0%	-19%	-4	10%	-3%
CC1(C)CC(CC(=O)NC(=S)Nc2ccc([N+](=O)[O-])cc2)C(=O)O1 (stereo not drawn)	19	7	0%	-2%	4	0%	12%	-11	1%	8%
Cc1cccn2c(CN(C)CCC3CCCCO3)c(C(=O)N3CCCCC3)nc12 (stereo not drawn)	6	-9	1%	4%	13	-4%	-3%	8	-4%	-3%
CC(=O)n1cc(Nc2ccc([N+](=O)[O-])cc2)c2ccccc21	8	nt	0%	-22%	-1	?	-8%	39	2%	14%
CCOC(=O)c1c(NC(=O)COC(=O)c2ccc(NC(=O)CC#N)cc2)sc(C(=O)NC)c1C	-13	3	3%	1%	-2	?	-16%	-20	0%	-12%
N#CCc1nn(Cc2ccc(F)cc2)c(=O)c2ccccc12	0	-5	-10%	9%	23	6%	2%	-8	25%	8%
CCNC(=O)/C(=C\c1ccc2c(c1)OCO2)NC(=O)c1ccc(Br)cc1	14	11	0%	8%	0	-7%	?	12	0%	3%
COc1ccc2cc(CCNC(=O)c3ccc4c(c3)OCO4)c(=O)[nH]c2c1	-7	-4	-2%	-2%	1	?	3%	10	-2%	-6%
CCOC(=O)N1CCN(CC(=O)Nc2c(C(=O)OC)[nH]c3cc(C)ccc23)CC1	4	4	3%	nt	?	-19%	1%	1	3%	nt
C[C@]12CC[C@H](O)CC1=CCC1C2CC[C@@]2(C)C1CCC21OCCO1 (stereo partly drawn)	-9	-2	3%	16%	nt	-23%	5%	16	nt	9%
Cc1ccc(CCNC(=O)C2CCN(S(=O)(=O)c3cccc4nonc34)CC2)cc1	1	11	3%	10%	-1	-7%	1%	0	0%	-2%
CC(C)C(=O)O/N=C(\N)c1ccccn1	-2	-2	3%	10%	2	24%	-1%	-5	0%	7%[46.1 µM]
CCOC(=O)c1c(-c2ccc(C)o2)csc1NC(=O)COC(=O)c1ccc(NC(N)=O)cc1	-11	2	?	-6%	0	?	-15%	2	3%	-1%
Cc1cc(C(=O)COC(=O)c2ccccc2NCCO)c(C)n1CC1CCCO1 (stereo not drawn)	-3	8	-1%	16%	-1	?	-3%	4	1%	-6%
Clc1cccc(/C=N/Nc2nnc(Cl)c3ccccc23)c1	-2	-14	5%	0%	0	?	11%	?	0%	nt
COc1ccc(COC(=O)C2=C(C)NC(=O)NC2c2cc(Br)c(O)c(OC)c2)cc1 (stereo not drawn)	43	1	0%	4%	-7	-17%	1%	-3	1%	10%
Cc1c(C(=O)N2CCOCC2)c(S(=O)(=O)N2CCN(c3ccc(Cl)cc3)CC2)c(C)n1C	5	15	3%	-4%	-3	12%	-1%	5	-2%	-1%
O=C(Nc1cccc(C(F)(F)F)c1)C1CCCO1 (stereo not drawn)	-2	-7	-1%	1%	1	5%	10%	-9	-2%	-4%
COC(=O)c1ccc(COc2ccc(/C=N/N3CCN(C)CC3)cc2)cc1	-3	-5	-1%	2%	0	?	17%	1	-5%	-4%
CCCCNC(=O)CC(=O)Nc1ccccc1C(=O)O	0	-12	-5%	-11%	-1	-12%	10%	3	-3%	2%
Cc1ccc([N+](=O)[O-])cc1S(=O)(=O)N1CCCN(C)CC1	7	4	3%	-5%	3	3%	-27%	-1	-3%	-4%
O=C(Nc1ccc(Cl)c(Cl)c1)c1csc(-c2ccccc2)n1	-11	nt	2%	6%	?	-15%	-4%	nt	-1%	2%
CCOC(=O)C1=C(O)C(=O)N(CCCn2ccnc2)C1c1ccc(C)cc1 (stereo not drawn)	-32	7	1%	0%	-3	1%	5%	7	1%	7%
